IL1B secr inh = qHTS for Inhibitors of Inflammasome Signaling: IL-1-beta AlphaLISA Primary Screen; activity change, % at 57.5 µM; actives 4.7% (n = 360,000); THP-1 LPS/ATP IL-1B secretion, AlphaLISA, 16 h; hits give low values; in the data active = activity change below about -50%; inconclusive = mostly about -30% to -49%; note: % is set by controls: 0 for no effect and ±100 for the full control effect
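Secreted IL-1B measured by AlphaLISA bead assay after 16 h compound exposure of THP-1 cells; compounds (final up to 57.5 uM) added 1 h before LPS (250 ng/mL) and ATP (1.25 mM) stimulation; lower signal means less secretion.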
KB-V1 MDR tox = qHTS assay for MDR1-selective chemotherapeutics: Primary screen using the drug-selected MDR subline cells KB-V1. Potency, µM (doses to about 46.1 µM), inactives show at the top dose activity change, negative = cytotoxicity, usual class: cytotoxic. KB-V1 MDR cells viability, CellTiter-Glo, 72 h. actives 3.4% (n = 400,000); note: potency is the fitted concentration of half-maximal effect; % is set by controls: 0 for no effect and ±100 for the full control effect; nearly all actives have a fitted effect of over 60% in size
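qHTS viability screen in drug-selected KB-V1 MDR cells: 72 h compound treatment at 37 degrees C, ATP luminescence end point.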
HT1080 IDH1KD tx = qHTS for induction of synthetic lethality in tumor cells producing 2HG: qHTS for the HT-1080-IDH1KD cell line | HT-1080 IDH1 knockdown viability, ATP luminescence, 48 h | Potency, µM (highest dose often 46.1 µM), for the others: at the top dose activity, negative = toxicity, actives largely listed as cytotoxic | actives 2% (n = 360,000);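 note: potency is the fitted concentration of half-maximal effect; 0% = DMSO wells and -100% = cell-free medium wells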
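Cytotoxicity counter-line: IDH1KD HT-1080, 48 h, CellTiter-Glo. Curves classed by r2, magnitude and activity.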
GLP1R cytotox = qHTS of GLP-1 Receptor Inverse Agonists: Cytotox Screen. HEK293 cAMP-luciferase reporter cells, luminescence, 24 h. Potency, µM (titrated, usually from 38.3 µM), without a hit: top-dose activity change, negative = inhibition, most hits filed as inhibitors. actives 0.13% (n = 410,000). AID 624418, 2012;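 note: loss of luciferase light is scored as toxicity; potency is the fitted concentration of half-maximal effect; % is set by controls: 0 for no effect and ±100 for the full control effect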
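Compound-treated cells are incubated 24 hr at 37 deg C under 5% CO2 after a 12 hour attachment period, then luciferase detection reagent is added and luminescence is measured following 12 min at room temperature; lowered signal indicates toxicity.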
MCF10A rerep = A quantitative high throughput screen for small molecules that induce DNA re-replication in MCF 10a normal breast cells; MCF 10A DNA re-replication, Hoechst nuclear intensity, 48 h; Potency, µM (series often up to 46.1 µM), for inactives: top-dose activity, positive = re-replication, usual class: activators; actives 2.9% (n = 350,000); AID 624296, 2012; note: potency is the fitted concentration of half-maximal effect; % of control where 0% means no effect; nearly all actives have a fitted effect of over 50% in size
HT1080NT lethal = qHTS for induction of synthetic lethality in tumor cells producing 2HG: qHTS for the HT-1080-NT fibrosarcoma cell line. Potency, µM (titrated, usually from 46.1 µM), for the others: at the top dose activity, negative = less viability, hits mostly cytotoxic. AID 686970, 2013. actives 1.6% (n = 360,000). HT-1080-NT fibrosarcoma viability, CellTiter-Glo ATP luminescence, 48 h;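 note: NT is the 2HG producing partner of a matched IDH1 knockdown line; potency is the fitted concentration of half-maximal effect; 0% = DMSO-treated cells and -100% = media-only wells without cells; nearly all actives have a fitted effect of over 55% in size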
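Luminescent CellTiter-Glo readout after 48 hours of compound exposure at 37 degrees C defined viability of HT-1080-NT cells. Activity was normalized to DMSO wells and cell-free media wells; concentration-response curves were fitted and assigned curve classes.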
SW480 rerep = A quantitative high throughput screen for small molecules that induce DNA re-replication in SW480 colon adenocarcinoma cells | SW480 DNA re-replication, Hoechst DNA content imaging, 48 h | Potency, µM (top dose mostly 46.1 µM), inactives show top-dose re-replication activation, most hits filed as activators | actives 1.8% (n = 340,000); note: potency is the fitted concentration of half-maximal effect; % of control where 0% means no effect; nearly all actives have a fitted effect of over 55% in size
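250 cells/well; 23 nL cpd via pin tool; 48 hr, 37 C, 5% CO2; Hoechst 40 min; imager read of total nuclear intensity, ex 405/em 500-530 nm.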
KB-3-1 cytotox = qHTS assay for MDR1-selective chemotherapeutics: Primary screen using the parental adenocarcinoma cell KB-3-1; KB-3-1 viability, CellTiter-Glo ATP luminescence, 72 h; actives 1.4% (n = 400,000); Potency, µM (highest dose often 46.1 µM), inactives show at the highest dose activity change, negative = cytotoxic, most hits filed as cytotoxic; AID 1347075, 2019; note: potency is the fitted concentration of half-maximal effect; % is set by controls: 0 for no effect and ±100 for the full control effect; nearly all actives have a fitted effect of over 60% in size
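Parental KB-3-1 viability, qHTS format: 72 h compound exposure, 37 °C; CellTiter-Glo; media-only wells and DMSO plates as controls; concentration-effect fits on corrected data.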
D3 ag = qHTS of D3 Dopamine Receptor Agonist: qHTS; D(3) dopamine receptor (Homo sapiens), P35462; D3R DiscoveRx beta-arrestin cells, luminescence, 90 min; max activation, %; actives 0.58% (n = 410,000); AID 652048, 2013; in the data active = max activation above about 30%; note: 0% is about no effect; mostly tested at two doses, the higher about 12 µM
Target sequence (P35462 whole entry, looked up): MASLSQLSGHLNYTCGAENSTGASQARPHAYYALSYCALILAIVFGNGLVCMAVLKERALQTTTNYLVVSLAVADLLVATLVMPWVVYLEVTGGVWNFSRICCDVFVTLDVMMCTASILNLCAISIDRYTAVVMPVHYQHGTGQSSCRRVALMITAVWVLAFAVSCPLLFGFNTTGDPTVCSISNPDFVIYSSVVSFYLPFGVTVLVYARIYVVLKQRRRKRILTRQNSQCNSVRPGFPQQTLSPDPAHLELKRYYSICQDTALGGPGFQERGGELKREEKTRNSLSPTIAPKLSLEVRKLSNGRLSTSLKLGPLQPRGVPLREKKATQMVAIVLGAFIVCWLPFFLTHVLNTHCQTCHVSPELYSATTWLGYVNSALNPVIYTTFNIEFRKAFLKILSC
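Cells at 1500/well, incubated overnight, then treated with pinned compounds (dopamine as control) for 90 min at 37 degrees C. DiscoveRx reagent added for 30 - 60 minutes at room temperature; luminescence read.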
* hit, by the source's call; ? = inconclusive; . = no result given; & = joins results of further samples; [ ] = remark or other dose. Unless noted, calls come from the whole dose curve; as a rule, active = well fitted curve in the direction sought with a large enough effect; inconclusive = small, poorly fitted or top-dose-only effect, or another doubt; inactive = no such curve, though single readings can be large; an effect the other way counts as inactive or inconclusive.

SMILES	IL1B secr inh	KB-V1 MDR tox	HT1080 IDH1KD tx	GLP1R cytotox	MCF10A rerep	HT1080NT lethal	SW480 rerep	KB-3-1 cytotox	D3 ag
COc1ccccc1CCNC(=O)c1ccc(C)o1	6	-7%	-12%	-5%	?	-9%[9.24 µM]	0%	0%	-19
O=S(=O)(Cc1ccccc1)N1CCCc2ccccc21	20	0%	26%	12%	-5%	11%	-6%	9%	1
Cc1cc2oc(=O)cc(CN3CCC(C)CC3)c2cc1Cl	-8	-10%	11%	5%	2%	3%	-4%	19%	-4
Cc1cc(OCC(=O)Nc2c(C)n(C)n(-c3ccccc3)c2=O)ccc1[N+](=O)[O-]	-6	0%	0%	-3%	-6%	3%	-26%	-5%	3
CCn1cnc2cc(NCc3ccc(N(C)C)cc3)ccc21	?	-5%	4%	-22%&-8%	?	1%	6%	-4%	-4&-14
Nc1nc(Nc2ccccc2Br)nc(C(F)(F)F)n1	-14	-16%	-9%	2%	13%	1%	-10%	0%	0
CSCCC(NC(=O)CCN1C(=O)c2ccccc2C1=O)C(=O)O (stereo not drawn)	5	2%	0%	-6%	-5%	-2%	-1%	2%	-8
CCOC(=O)[C@H]1[C@H]2COc3ccc(Br)cc3[C@@H]2N2C(=O)c3ccc(C)cc3NC(=O)[C@@]12C	?	-8%	-14%	-2%	?	-11%	-2%	0%	12
CCc1ccc(NS(=O)(=O)c2cc(-c3cnc(C4CC4)o3)ccc2C)cc1	.	?	.	-28%	.	.	.	-17%	-19
COc1ccccc1C(=O)NCC(=O)OCCCOC(=O)CNC(=O)c1ccccc1OC	13	-14%	15%	3%	-2%	3%	1%	0%	2
O=C(NC(C(=O)N/N=C/c1ccncc1)c1n[nH]c(=O)c2ccccc12)c1ccccc1 (stereo not drawn)	19	12%	8%	0%	1%	7%	-14%	24%	0
COc1ccc(COC(=O)C2CCN(S(=O)(=O)c3cccs3)CC2)cc1	9	0%	2%	0%	0%	6%	-3%	?	7
O=C(NC1CC1)c1nc(Cn2cc([N+](=O)[O-])cn2)no1	21	5%	0%	-11%	9%	14%	-11%	10%	0
CC(C)Cn1c(N)c(C=O)c(=O)n(C)c1=O	0	-2%	2%	-11%	11%	10%	-4%	3%	5
Cc1ccc(OCC(=O)N2CCCC(CO)(CCOc3ccccc3)C2)cc1 (stereo not drawn)	-24	.	-22%	-1%	7%	-15%	-1%	.	7
CN(C)/C=N/c1nc2nccc(-c3ccc(Cl)cc3)n2n1	-11	-8%	14%	0%	-13%	2%	-2%	22%	-6
COc1cc(/C=C2\SC(=O)NC2=O)ccc1Oc1ccc([N+](=O)[O-])cc1[N+](=O)[O-]	0	-29%	?	2%	21µM*	-27%	21%	-2%	2
O=C(COC(=O)c1cc(=O)[nH]c2ccccc12)c1ccccc1	9	-3%	13%	0%	0%	3%	-2%	6%	6
COc1cc(OC)cc(C(=O)N2CCN(C3CCC(C)CC3)CC2)c1 (stereo not drawn)	10	-10%	-3%	-11%	?	-13%	?	-6%	-10
CCCn1nc2cc(C(=O)NCc3ccc4c(c3)OCO4)ccc2c1OCC	-18	4%	21%	-7%	7%	23%	-8%	29%	-6
COCCN1Cc2cccc(C(=O)Nc3cccnc3)c2C1=O	-26	0%	3%	5%	?	0%	-9%	-9%	-5
O=C(O)c1cccc(N2C(=O)c3ccc(Oc4ccc(Cl)cc4)cc3C2=O)c1	-5	3%	8%	9%	?	-2%	-1%	15%	2
Cc1nc(Cl)c(C(=O)NC(=O)NCc2ccccc2)c(C)c1Cl	39	-11%	-19%	6%	-10%	-9%	-1%	5%	6
COc1ccc(C(=O)N2CCC(C)(C(=O)NS(=O)(=O)C3CC3)C2)c(OC)c1 (stereo not drawn)	20	3%	7%	-7%	.	23%	.	0%	2
Nc1c(C(=O)Nc2ccc3c(c2)OCCO3)nnn1Cc1ccccc1	-8	-13%	?	-2%	?	-20%	6%	?	4
SMILES	IL1B secr inh	KB-V1 MDR tox	HT1080 IDH1KD tx	GLP1R cytotox	MCF10A rerep	HT1080NT lethal	SW480 rerep	KB-3-1 cytotox	D3 ag
CC1CN(CC(=O)N2CCc3[nH]c4ccccc4c3C2)CC(C)O1 (stereo not drawn)	4	-3%	-2%	139%[activator]	0%	-7%	-10%	-6%	-2
CCCCCn1c(Sc2nc3ccccc3s2)nc2c1c(=O)[nH]c(=O)n2C	-8	-16%	-5%	-1%	-6%	-24%	-2%	-30%	5
CC(CCc1ccccc1)NC(=O)COC(=O)C(CCC(N)=O)NC(=O)c1ccc(F)cc1 (stereo not drawn)	2	-8%	-3%	4%	4%	20%	0%	1%	1
CC(C)C1(c2ccsc2)NC(=O)NC1=O (stereo not drawn)	0	0%	-2%	-1%	-7%	-4%	-2%	-2%	-4
COC(=O)c1ccccc1NC(=O)CSc1nc(Nc2ccccc2)nc(N2CCOCC2)n1	0	4%	-7%	37%[activator]	16%	-1%	-9%	-27%	-15
CCc1ccc(C(=O)c2cn(CC(=O)Nc3ccc4c(c3)OCO4)c3ccc(OC)cc3c2=O)cc1	.	?	.	1%	.	.	.	-4%	3
Oc1c(C=NCc2ccncc2)sc2ccccc12	0	11%	-15%	8%	-8%	-1%	-29%	19%	5
COc1ccc(NC(=O)Nc2ccc3c(c2)C(=O)N([C@H](C)CO)C[C@H](C)[C@H](CN(C)Cc2ccc(C(=O)O)cc2)OCCCC[C@@H](C)O3)cc1	12	21%	10%	2%	.	11%	.	2%	10
COc1ccc(CC(=O)NCc2ccc3c(c2)CCN3C(=O)c2ccccc2)cc1OC	.	5%	.	-15%	.	.	.	1%	-3
CN(CC(=O)NCc1ccc(Cl)cc1)S(=O)(=O)c1ccc2c(c1)c(=O)n(C)c(=O)n2C	.	-1%	.	15%	.	.	.	1%	5
COc1cccc(C2=NOC(C(=O)NCc3ccccc3)C2)c1 (stereo not drawn)	0	?	?	-29%	1.6µM*	?	?	12µM*	-5
O=C(O)c1cc(NCc2ccc3c(c2)OCO3)ccc1N1CCOCC1	-29	7%	3%	4%	0%	-2%	-18%	16%	-5
COc1ccc(NS(=O)(=O)c2cn(C)c(=O)n(C)c2=O)cc1	2	6%	2%	-6%	1%	-1%	5%	13%	1
CN(C)C(=O)c1ccc(COc2ccccc2Br)o1	9	0%	-1%	-3%	-15%	3%	-3%	-1%	-6
COc1ccc(CCC(=O)NNC(=O)Nc2cccc(Cl)c2)cc1	25	9%	8%	5%	2%	10%	-9%	-7%	2
COc1cccc(-c2cnc3c(NC=O)cc(-c4ccc(N(C)C)cc4)cn23)c1	19	?	18µM*	-21%	.	?	.	?	4
Cc1ccc(C(=O)N/C(=C\c2ccc(F)cc2)C(=O)NCCCn2ccnc2)cc1	-19	1%	-11%	-4%	0%	0%	-11%	8%	3
Cc1ccc(C(=O)NCCCN2CCOCC2)cc1N1CCCC1=O	28	30%	14%	-11%	0%	15%	-4%	-4%	1
CCC1CCc2c(n(C)c3ccccc3c2=O)O1 (stereo not drawn)	-10	?	1%	-2%[1.53 µM]	-1%	9%	-8%	4%	11
CC(C)(C)Nc1nc(NCc2cccnc2)nc(N2CCOCC2)n1	?	0%	3%	-9%	1%	4%	-2%	18%	-5
CC(C)(C)CN1CCN(CC#Cc2ccccc2)CC1CCO (stereo not drawn)	13	-1%	-3%	1%	-11%	-2%	-3%	-1%	-6
CCCCNC(=O)C1(C)CCCCN1CC(=O)c1ccc(OC)cc1 (stereo not drawn)	-10	2%	13%	8%	.	17%	.	0%	2
O=C(Nc1ccc(Br)c(Cl)c1)c1ccc(C(=O)Nc2ccc(Br)c(Cl)c2)cc1	.	?	.	7%	.	.	.	1%	-3
Cc1cccc(C(=O)NNC(=O)c2ccc(F)cc2)c1	0	0%	13%	1%	5%	-1%	8%	26%	-4
CNC(=O)c1ccccc1Sc1ccccc1CO	16	2%	0%	2%	-3%	10%	-4%	6%	2

Whole records as entered above.
CCc1ccc(C(=O)c2cn(CC(=O)Nc3ccc4c(c3)OCO4)c3ccc(OC)cc3c2=O)cc1 in the list: IL1B secr inh = .; KB-V1 MDR tox = ?; HT1080 IDH1KD tx = .; GLP1R cytotox = 1%; MCF10A rerep = .; HT1080NT lethal = .; SW480 rerep = .; KB-3-1 cytotox = -4%; D3 ag = 3
COCCN1Cc2cccc(C(=O)Nc3cccnc3)c2C1=O in the list: IL1B secr inh = -26; KB-V1 MDR tox = 0%; HT1080 IDH1KD tx = 3%; GLP1R cytotox = 5%; MCF10A rerep = ?; HT1080NT lethal = 0%; SW480 rerep = -9%; KB-3-1 cytotox = -9%; D3 ag = -5

More results
SMILES	IL1B secr inh	KB-V1 MDR tox	HT1080 IDH1KD tx	GLP1R cytotox	MCF10A rerep	HT1080NT lethal	SW480 rerep	KB-3-1 cytotox	D3 ag
COCC(=O)N(c1ccc(C(C)C)cc1)C1C=CS(=O)(=O)C1 (stereo not drawn)	12	5%	12%	-4%	3%	-5%	-19%	13%	-1
CCN(CC)S(=O)(=O)c1ccc(-c2ccc(S(=O)(=O)N(CC)CC)cc2)cc1	8	?	?	-24%	19%	-10%	7%	?	8
CCOC(=O)C(NCCOC)(NC(C)=O)C(F)(F)F (stereo not drawn)	20	20%	12%	0%	0%	3%	10%	12%	-4
O=C(CN1CCCc2ccccc21)Nc1ccccc1[N+](=O)[O-]	-17	14%	-2%	6%	8%	12%	0%	22%	1
Cc1nnc(NC(=O)CSc2nnc(Cc3ccccc3)n2-c2ccccc2)s1	0	-5%	-3%	8%	-2%	-5%	0%	7%	-7
NC(=O)c1ccc(C(=O)c2ccc([N+](=O)[O-])cc2)cc1	17	?	6%	0%	0%	1%	-4%	16%	0

Screening data as filed in PubChem.
